RXFP1 antag = qHTS Assay for Antagonists of the Relaxin Receptor RXFP1; Relaxin receptor 1 (Homo sapiens), Q9HBX9; HEK293-RXFP1, relaxin-stimulated cAMP HTRF, 30 min; stronger effect = lower value; activity change, negative = inhibition, % at 57.5 µM; hit rate 0.59% among 350,000;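 active means activity change of -60% or lower, but not beyond a set lower limit; inconclusive means change between -60% and -40%, or beyond the set limit; inactive means change above -40%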
Target sequence (Q9HBX9 whole entry, looked up): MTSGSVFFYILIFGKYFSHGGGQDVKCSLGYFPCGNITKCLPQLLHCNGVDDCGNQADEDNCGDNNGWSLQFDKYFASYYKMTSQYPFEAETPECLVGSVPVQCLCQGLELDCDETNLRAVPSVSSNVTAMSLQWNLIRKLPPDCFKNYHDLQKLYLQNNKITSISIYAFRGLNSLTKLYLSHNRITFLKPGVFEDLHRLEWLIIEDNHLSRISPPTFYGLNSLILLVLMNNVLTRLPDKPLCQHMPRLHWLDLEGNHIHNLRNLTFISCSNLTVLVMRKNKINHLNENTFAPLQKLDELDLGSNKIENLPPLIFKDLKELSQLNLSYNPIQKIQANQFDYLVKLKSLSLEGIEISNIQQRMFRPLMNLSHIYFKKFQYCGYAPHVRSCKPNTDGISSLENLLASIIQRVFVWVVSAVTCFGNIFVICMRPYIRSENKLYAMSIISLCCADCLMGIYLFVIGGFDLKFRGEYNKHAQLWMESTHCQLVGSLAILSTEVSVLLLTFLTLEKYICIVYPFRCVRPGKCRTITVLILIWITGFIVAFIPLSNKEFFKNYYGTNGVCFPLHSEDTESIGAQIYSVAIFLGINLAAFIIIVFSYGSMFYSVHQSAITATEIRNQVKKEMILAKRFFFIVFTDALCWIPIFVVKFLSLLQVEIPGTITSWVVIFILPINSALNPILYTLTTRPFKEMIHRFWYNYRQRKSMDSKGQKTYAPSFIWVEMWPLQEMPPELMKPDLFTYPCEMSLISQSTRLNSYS
Numbers without * were called inactive; ? = inconclusive; & = joins results of further samples. On the % scale 0 is the no-effect control and ±100 the full control effect. An excerpt. The share of hits here may be higher or lower than overall.

SMILES | RXFP1 antag
O=[N+]([O-])c1[nH]cnc1Br | -11
CS(=O)(=O)CCN1CC2CCCC(C2)C1 | -5
O=C(c1cccnc1)N1Cc2ccccc2-n2nncc2C1 | -2
O=C1CC23c4ccccc4N4C(=O)CC5OCC=C6CN1C2CC6C5C43 (stereo not given) | -8
CC1=C(N2CC2)C(=O)C(CO)=C(N2CC2)C1=O | -18
Cc1ccc(OC(=O)N(C)C[C@@H]2OCc3cnnn3CCCC(=O)N([C@H](C)CO)C[C@@H]2C)cc1 | 2
c1cc2c(c(NC3=NCCCS3)c1)CCCC2 | 4
O=[N+]([O-])c1ccc2c(c1)Cc1cc(O)ccc1-2 | -4
CCCC(=O)NC1=C(N2CC2)C(=O)C(NC(=O)CCC)=C(N2CC2)C1=O | -6
Cc1nnc2n1-c1sc(CCC(=O)N3CCOCC3)cc1C(c1ccccc1Cl)=NC2 | -8
CC(C)(C)C(=O)O[C@H]1CC[C@@]2(C)C(=CC(=O)C3C2CC[C@]2(C)C(=O)CCC32)C1 (stereo not given in full) | 12
Cc1cc(N(CCCl)CCCl)ccc1C=NNC(=O)Cc1cc(=O)oc2cc(O)ccc12 | -23
CCOP(=O)(Nc1ccc2c(c1)C(=NNC(N)=S)c1ccccc1-2)OCC | -26
CS(=O)(=O)c1ccc(C2=C(CNC(=O)c3ccncc3)[C@H]3CC[C@@H](C2)N3CCOc2ccccc2)cc1 | 2
Cc1ccccc1C(=O)N1Cc2ccccc2-n2nncc2C1 | -6
COc1ccc(CN(CCc2c[nH]c3ccccc23)Cc2ccc(OC)cc2)cc1 | -25
CC(=O)NC1CCSC1=O (stereo not given) | -2
O=C(O)c1ccc(=O)[nH]c1 | 8
CC(=O)O/C(=C1\CC2C3CC=C4CC(OC(C)=O)CCC4(C)C3CCC2(C)C1=O)C(F)(F)F (stereo not given) | -9
CC(=O)C1CCC2C3CCC4CC(O)CCC4(C)C3C(O)CC12C (stereo not given) | -21
CC(C)Oc1cccc(NC(=O)c2ccccc2C(F)(F)F)c1 | -25
CC(C)(C)C(=O)O[C@H]1CC[C@@]2(C)C(=CC(=O)C3C2CC[C@]2(C)C(=O)[C@H](O)CC32)C1 (stereo not given in full) | -13
O=C1NC(=O)C(CCOc2ccccc2)(CCc2ccccc2)C(=O)N1 | 2
c1ccc2[nH]c(CCN3CCCCC3)nc2c1 | 0
O=[N+]([O-])c1ccc(OP(=O)(O)Oc2ccc([N+](=O)[O-])cc2)cc1 | -6
CC(C)=C[C@@H]1[C@@H](C(=O)OCc2coc(Cc3ccccc3)c2)C1(C)C | ?
CN1C(=O)[C@@H](NC(=O)c2cc3ccccc3[nH]2)N=C(c2ccccc2)c2ccccc21 | 9
O=C(NP(=O)(N1CC1)N1CC1)c1cc(I)ccc1I | -2
COc1ccc(C2=NCC(=S)Nc3ccc(Cl)cc32)cc1OC | 0
CC(C)C(NC(=O)C(C(C)C)N(C)C)C(=O)N(C)C(C(=O)N1CCCC1C(=O)N1CCCC1C(=O)NCc1ccccc1)C(C)C (stereo not given) | -2

Molecules shown so far that contain a tert-butyl group:
SMILES | RXFP1 antag
CC(C)(C)C(=O)O[C@H]1CC[C@@]2(C)C(=CC(=O)C3C2CC[C@]2(C)C(=O)CCC32)C1 (stereo not given in full) | 12
CC(C)(C)C(=O)O[C@H]1CC[C@@]2(C)C(=CC(=O)C3C2CC[C@]2(C)C(=O)[C@H](O)CC32)C1 (stereo not given in full) | -13

Later entries:
SMILES | RXFP1 antag
CC1([N+](=O)[O-])COP(=O)(Nc2cccc(Br)c2)OC1 (stereo not given) | -12
CC(C)(N)Cc1ccccc1Cl | 20
COC1C(O)C(C)OC(OC2C(Oc3cccc4c(O)c5c(=O)oc6ccc(C)c7c(=O)oc(c34)c5c67)OC(C)C(O)C2O)C1O (stereo not given) | -9
CC(N)Cc1c[nH]c2ccc(Cl)cc12 (stereo not given) | -3
CN(C)C1CCc2[nH]c3c(F)cc(F)cc3c2C1 (stereo not given) | 6
C=Cc1cc(OC)c2c(c1)c(=O)oc1c2cc(OC)c2c(O)ccc(C3OC(C)C(O)C(C)(O)C3O)c21 (stereo not given) | -4
CCOC(=O)CC(SP1(=S)OCC2(CC=CCC2)CO1)C(=O)OCC (stereo not given) | -26
C[C@]12CC[C@@H](O)CC1=CCC1C2CC[C@]2(C)C(=O)[C@H](F)CC12 (stereo not given in full) | -11
O=C1NC(=S)SC1=Cc1ccc(N(CCCl)CCCl)cc1 | ?
CS(=O)(=O)c1ccc(C2=C(CNC(=O)c3nccs3)[C@H]3CC[C@@H](C2)N3Cc2ccco2)cc1 | 9
Oc1ccccc1-c1ccccc1 | 7
C[C@]12CC[C@H]3[C@@H](CCC4=CC(=O)CC[C@@]43C)[C@@H]1CC[C@@H]2C(=O)O | -27
C[C@]12CC[C@H](O)CC1=CCC1C2CC[C@@]2(C)C1CC[C@@H]2OCc1ccccc1 (stereo not given in full) | -2
S=C(SSC(=S)N1CCCCC1)N1CCCCC1 | 33
C[C@@H]1CN([C@@H](C)CO)C(=O)CCCn2nncc2CO[C@@H]1CN(C)C(=O)Oc1cccc2ccccc12 | 0

A few values from the results shown.
CC(C)C(NC(=O)C(C(C)C)N(C)C)C(=O)N(C)C(C(=O)N1CCCC1C(=O)N1CCCC1C(=O)NCc1ccccc1)C(C)C (stereo not given) @ RXFP1 antag: -2
COc1ccc(C2=NCC(=S)Nc3ccc(Cl)cc32)cc1OC @ RXFP1 antag: 0
S=C(SSC(=S)N1CCCCC1)N1CCCCC1 @ RXFP1 antag: 33
CC1([N+](=O)[O-])COP(=O)(Nc2cccc(Br)c2)OC1 (stereo not given) @ RXFP1 antag: -12
CC(=O)O/C(=C1\CC2C3CC=C4CC(OC(C)=O)CCC4(C)C3CCC2(C)C1=O)C(F)(F)F (stereo not given) @ RXFP1 antag: -9
C=Cc1cc(OC)c2c(c1)c(=O)oc1c2cc(OC)c2c(O)ccc(C3OC(C)C(O)C(C)(O)C3O)c21 (stereo not given) @ RXFP1 antag: -4

(listing goes on)
SMILES | RXFP1 antag
CCOC(=O)c1cccc(C2=C(CNC(=O)c3ccc([N+](=O)[O-])cc3)[C@H]3CC[C@@H](C2)N3Cc2ccccc2)c1 | -11
O=c1[nH]c2ccccc2n1C1CCNCC1 | 17
COP(=S)(OC)Oc1ccc(SC)c(C)c1 | 6&-21
CC(=O)OC1CCC2(C)C3CCC4(C)C(OC(C)=O)CCC4C3C(C)C2(O)C1 (stereo not given) | -7
COc1ccc(C(=O)c2c(C)n(CCN3CCOCC3)c3ccccc23)cc1 | 50
CC(CCN1CC1)=NNC(=O)Nc1cccc2ccccc12 | -11
CC(O)CN1CCN(CC(=O)[O-])CCN(CC(=O)[O-])CCN(CC(=O)[O-])CC1.[Gd+3] (stereo not given) | -13
CNC(C)Cc1ccc2c(c1)OCO2 (stereo not given) | 11
CN(C)CCSCc1nnc2n1-c1ccc(Cl)cc1C(c1ccccc1Cl)=NC2 | -16
Cn1c(=O)[nH]c2nncnc2c1=O | -12
CC(C)NCC(O)c1ccccc1Cl (stereo not given) | 10
C[C@]12CCC3C(CC[C@H]4C[C@@H](O)CC[C@]34C)C1C[C@@H](O)C2=O (stereo not given in full) | -7
CC(C)c1cccc(C(C)C)c1O | 5
CC1CN1P(=S)(c1ccccc1)N1CC1C (stereo not given) | 0
O=C1NC2C(O)C(O)C(O)C(O)C2c2cc3c(c(O)c21)OCO3 (stereo not given) | -1
COC(=O)C12OCC34C(CC5C(C)=C(O)C(=O)CC5(C)C3C(O)C1O)OC(=O)C(OC(=O)/C=C(\C)C(C)C)C24 (stereo not given) | -7
CCC1C(c2cc(OC)c(OC)c(OC)c2)c2cc3c(cc2OC1N1CCCC1)OCO3 (stereo not given) | -12
S=P(N1CCOCC1)(N1CC1)N1CC1 | 2
CC(=NNC(=S)N1CC2CCC(CC2)C1)c1nccs1 | 6
CC1OC(OC2C(O)CC(OC3C(O)CC(OC4CCC5(C)C(CCC6C5CCC5(C)C(C7=CC(=O)OC7)C(O)CC65O)C4)OC3C)OC2C)CC(O)C1O (stereo not given) | -12
O=[N+]([O-])c1c(Cl)c(Cl)c(Cl)c(Cl)c1Cl | -6
O=c1oc2ccccc2c(O)c1C(CC(O)c1ccc(-c2ccc(Br)cc2)cc1)c1ccccc1 (stereo not given) | -64*
COC(COC(N)=O)C1=C(N2CC2)C(=O)C(C)=C(N2CC2)C1=O (stereo not given) | 0
CCOP(=S)(OCC)SCSP(=S)(OCC)OCC | -15
Cc1ccc2c(c1)C(c1ccccc1)=NCC(=O)N2C | 2
CNC(=S)NC1CC2CCCC(C1)N2CC(C)C (stereo not given) | -17
CC(=O)C1CCC2C3C(N4CC4)CC4=CC(=O)CCC4(C)C3CCC12C (stereo not given) | 5
CC(O)(CS(=O)(=O)c1cccc(C(F)(F)F)c1)C(=O)Nc1ccc(C(F)(F)F)cc1 (stereo not given) | 7
CC1=CC(O)C(O)C2(C)C1CC1OC(=O)C(O)C3C(C)C(O)C4(O)OCC13C42 (stereo not given) | -5
CC(=O)O[C@@H]1CC[C@]2(C)C3CC[C@]4(C)C(=O)[C@H](O)CC4C3[C@@H](OC(C)=O)C[C@H]2C1 (stereo not given in full) | -2
C[C@]12CCC(=O)C=C1C=CC1C2CC[C@]2(C)C(=O)CCC12 (stereo not given in full) | -12
O=C(NCC1=C(c2ccc3ccccc3c2)C[C@@H]2CC[C@H]1N2Cc1ccco1)c1cccnc1 | 6
CCCCC1(CC)COP(=O)(OCC(Cl)(Cl)Cl)OC1 (stereo not given) | 16
COc1ccc(CN2CCN(C(=O)Cc3ccccc3)CC2)cc1OC | -3
O=C1NC(=O)C(C2CCCCCC2)C(=O)N1 | 0
C[C@H]1[C@@H]2Cc3ccc(O)cc3[C@]1(C)CCN2C | 11
C#C[C@]1(O)CC[C@H]2[C@@H]3CCC4=CC(=O)CCC4=C3C=C[C@@]21CC | -21
O=c1[nH]c2cc(Cl)ccc2n1C1CCNCC1 | 17
O=C1NC(=S)NC(=O)C1Cc1ccccc1O | 1
C=CCC1([C@@H](C)CCC)C(=O)NC(=O)NC1=O | 9
CCN(CC)c1ccc(/C=C2\C(=O)NC(=S)N(c3ccc(OC)cc3OC)C2=O)o1 | 6
c1ccc(C(c2ccccc2)c2ccncc2)cc1 | ?
COCOC1CCC2C3CCC4=CC(=O)CCC4=C3C=CC12C (stereo not given) | -15
Cc1cc(O)ccc1Cl | 9
CC(=O)OC1CCC2(C)C(CCC3C2CC(=O)C2(C)C3CC(N3CC3)C2C(C)=O)C1 (stereo not given) | -14

In another format: entries from further up
SMILES	RXFP1 antag
O=C(NCC1=C(c2ccc3ccccc3c2)C[C@@H]2CC[C@H]1N2Cc1ccco1)c1cccnc1	6
CCCCC1(CC)COP(=O)(OCC(Cl)(Cl)Cl)OC1 (stereo not given)	16
COc1ccc(CN2CCN(C(=O)Cc3ccccc3)CC2)cc1OC	-3
O=C1NC(=O)C(C2CCCCCC2)C(=O)N1	0
C[C@H]1[C@@H]2Cc3ccc(O)cc3[C@]1(C)CCN2C	11
C#C[C@]1(O)CC[C@H]2[C@@H]3CCC4=CC(=O)CCC4=C3C=C[C@@]21CC	-21
O=c1[nH]c2cc(Cl)ccc2n1C1CCNCC1	17

Going on with the list:
SMILES | RXFP1 antag
CC(CC(C)(C)N1CC1)=NNC(=O)Nc1cccc2ccccc12 | 2
CC1CN(c2ccccn2)C(C)CN1C(=O)C(O)(c1ccccc1)c1ccccc1 (stereo not given) | -7
CNCC(=O)c1ccc(O)c(O)c1 | 17
CC1=CC2OC3CC4OC(=O)C=CC=CC(=O)OCCC(C)C(O)C(=O)OCC2(CC1)C4(C)C31CO1 (stereo not given) | -39
C[C@H](CO)N1C[C@H](C)[C@@H](CN(C)C(=O)Oc2ccc3ccccc3c2)OCc2cn(nn2)CCCC1=O | 0
Fc1ccccc1CCNCc1cccc(Cl)c1Cl | -21
OCC1CN1C1CCCCC1 (stereo not given) | -5
CC1CC2(C)C(=CC1=O)CCC1C3CCC(C)(O)C3(C)CC3OC312 (stereo not given) | 3
COCCOCCO | -11
Cc1ccc(N)cc1Cl | 0
Nc1ccc(-c2ccc(N)cc2)cc1 | -12
COc1cc(/C=N/NC(=O)CN2CC(c3ccccc3)CC2=O)ccc1OC(=O)N(C)C (stereo not given) | -6
CCN(CC)Cc1nccn1-c1ccc([N+](=O)[O-])cc1C(=O)c1ccccc1Cl | 11
C=CCN1C[C@H](C)N([C@H](c2ccc(C(=O)N(CC)CC)cc2)c2cccc(OC)c2)C[C@H]1C | 1
O=C(O)c1cc(Oc2ccc(C(F)(F)F)cc2Cl)ccc1[N+](=O)[O-] | -16

Retrieved by compound from the list above:
SMILES | RXFP1 antag
CC1CC2(C)C(=CC1=O)CCC1C3CCC(C)(O)C3(C)CC3OC312 (stereo not given) | 3
Fc1ccccc1CCNCc1cccc(Cl)c1Cl | -21
CC1=CC2OC3CC4OC(=O)C=CC=CC(=O)OCCC(C)C(O)C(=O)OCC2(CC1)C4(C)C31CO1 (stereo not given) | -39
CC(CC(C)(C)N1CC1)=NNC(=O)Nc1cccc2ccccc12 | 2
Nc1ccc(-c2ccc(N)cc2)cc1 | -12

Continuation.
SMILES | RXFP1 antag
Cc1nnc2n1-c1sc(CCc3ccc(CC(C)C)cc3)cc1C(c1ccccc1Cl)=NC2C (stereo not given) | -34
CN1CC[C@]23c4c5ccc(O)c4OC2C(O)CCC3[C@H]1C5 (stereo not given in full) | 16
CC1CCCCC12C(=O)NC(=O)NC2=O (stereo not given) | 6
CC12CCC(O)CC1CCC1C2CCC2(C)C(C3=CC(=O)OC3)C(O)CC12O (stereo not given) | -4

Bioassay records as filed in PubChem.
